PI4K2A block: qHTS for small molecular inhibitors of PI4K2A. Phosphatidylinositol 4-kinase type 2-alpha (Homo sapiens), Q9BTU6. purified PI4K2A, ADP-Glo luminescence, 1 h; stronger effect = lower value. activity change, negative = inhibition, % at 76.9 µM. hit rate 0.13% among 420,000. AID 1346378, 2018; in the data active = activity change below about -50%; inconclusive = mostly about -30% to -49%;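 note: -100% = wells without enzyme as full effect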
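Compounds are screened against recombinant PI4K2A using PI as substrate and ATP, the latter dispensed at 300 microM. Reactions run one hour at ambient temperature before ADP-Glo detection; full inhibition defined by wells lacking enzyme.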
USP1-UAF1 inh: Inhibitors of USP1/UAF1: Primary Screen | Ubiquitin carboxyl-terminal hydrolase 1 (Homo sapiens), O94782 | recombinant USP1/UAF1, Ub-Rhodamine cleavage fluorescence | Potency, µM (top dose mostly 57.1 µM), inactives show top-dose activity change, negative = inhibition, hits mostly inhibitors | hit rate 0.23% among 390,000 | AID 743255, 2014; note: potency is the fitted concentration of half-maximal effect; % is set by controls: 0 for no effect and ±100 for the full control effect; nearly all actives have a fitted effect of over 60% in size; inactives centre near -12
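In this screen, compounds sit with the deubiquitinase complex (1nM) for 15 min at room temperature before Ub-Rho is added at 150nM final. Fluorescence rise is then followed for 6 reads every 60 seconds.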
RXFP1 agonist: qHTS Assay for Agonists of the Relaxin Receptor RXFP1; HEK293T-RXFP1 cAMP TR-FRET, 30 min; response scale: percent of porcine relaxin response, buffer zero; Potency, µM (top dose mostly 57.5 µM), inactives show at the top dose activation, hits mostly activators; hit rate 0.3% among 370,000; note: potency is the fitted concentration of half-maximal effect; % is set by controls: 0 for no effect and ±100 for the full control effect; nearly all actives have a fitted effect of over 60% in size; many of its hits are not listed in these tables
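Agonist response is measured as cAMP accumulation in an RXFP1-transfected HEK293T line under PDE4 inhibition. Values are scaled between buffer-only and 29 nM porcine relaxin, and EC50s come from standard Hill equation fits.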
Vif-APOBEC3F blk: qHTS for Inhibitors of Vif-A3F Interactions: qHTS; Potency, µM (doses to about 46.1 µM), without a hit: at the top dose activity, negative = active; hit rate 0.2% among 390,000; HeLa A3F-eYFP + Vif (tagged APOBEC3F with the HIV-1 protein that degrades it), YFP fluorescence increase; note: potency is the fitted concentration of half-maximal effect; % of control where 0% means no effect; nearly all actives have a fitted effect of over 65% in size
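HeLa cells stably expressing A3F-eYFP plus Vif, plated and incubated overnight at 37 deg C, then exposed to compounds overnight at 37 deg C. Blocked degradation read as raised yellow fluorescence (Ex 488/Em 500-530).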
Vif-A3G inh: qHTS for Inhibitors of Vif-A3G Interactions: qHTS. hit rate 0.076% among 410,000. Potency, µM (highest dose often 46.1 µM), for the others: at the top dose activity, negative = active, actives largely listed as inhibitors. HeLa A3G-eYFP + Vif (tagged APOBEC3G with the HIV-1 protein that degrades it), YFP fluorescence, overnight;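 note: potency is the fitted concentration of half-maximal effect; % is set by controls: 0 for no effect and ±100 for the full control effect; nearly all actives have a fitted effect of over 60% in size; hits raise eYFP signal because A3G escapes Vif-driven loss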
Target sequence (Q9HC16 whole entry, looked up): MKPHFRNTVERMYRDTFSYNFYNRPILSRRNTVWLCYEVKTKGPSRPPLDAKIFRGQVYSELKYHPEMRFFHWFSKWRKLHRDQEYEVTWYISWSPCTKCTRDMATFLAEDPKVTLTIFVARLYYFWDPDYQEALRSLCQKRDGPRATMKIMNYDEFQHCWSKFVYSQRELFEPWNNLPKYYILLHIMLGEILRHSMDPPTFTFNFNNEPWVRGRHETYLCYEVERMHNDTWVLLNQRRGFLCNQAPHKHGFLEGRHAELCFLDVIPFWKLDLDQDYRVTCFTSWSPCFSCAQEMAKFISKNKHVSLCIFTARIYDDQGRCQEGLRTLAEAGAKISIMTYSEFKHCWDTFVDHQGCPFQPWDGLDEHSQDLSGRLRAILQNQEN
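HeLa cells stably expressing Vif and C-terminally eYFP-tagged A3G, seeded overnight at 37 deg C, then exposed to compound by pintool overnight at 37 deg C. Rise in yellow fluorescence (Ex 488/Em 500-530, Acumen) marks blocked Vif-driven A3G degradation.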
LDHA block: qHTS assay for inhibitors of human lactate dehydrogenase; hit rate 0.15% among 480,000; AID 1347041, 2019; L-lactate dehydrogenase A chain (Homo sapiens), P00338; purified LDHA, NADH/diaphorase-resazurin fluorescence; stronger effect = lower value; activity change, % (values are at about 110 or 230 µM); in the data active = activity change below about -30%; inconclusive = mostly about -25% to -30%;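 note: plate controls were DMSO wells for no effect and wells without enzyme for full effect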
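Enzyme activity of human lactate dehydrogenase 5 (2 nM; 0.06 mM NADH, 0.2 mM pyruvate, 5 min, RT) is measured via a resazurin/diaphorase fluorescence readout of residual NADH.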
TrxR1 substrate: qHTS Assay for Substrates of Mammalian Selenoprotein Thioredoxin Reductase 1 (TrxR1): qHTS; purified TrxR1 substrate turnover, NADPH consumption readout; Potency, µM (doses to about 114 µM), for the others: top-dose activity change, negative = substrate turnover; hit rate 0.01% among 390,000; AID 588456, 2011; note: potency is the fitted concentration of half-maximal effect; % is set by controls: 0 for no effect and ±100 for the full control effect; nearly all actives have a fitted effect of over 50% in size
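Rat TrxR1, dispensed at 90 nM, was prereduced with 400 uM NADPH (final) for 5 min at ~22 deg C, then incubated with compound 15 min before 400 uM selenite. A first-read NADPH fluorescence drop versus no-compound background flagged substrates.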
IDH1 R132H inh: qHTS for Inhibitors of mutant isocitrate dehydrogenase 1 (IDH1): qHTS; Isocitrate dehydrogenase [NADP] cytoplasmic (Homo sapiens), O75874; IDH1-R132H enzyme, NADPH consumption, diaphorase/resazurin fluorescence; Potency, µM (highest dose often 76.6 µM), inactives show top-dose activity change, negative = inhibition, actives largely listed as inhibitors; hit rate 0.093% among 390,000; AID 602179, 2012; note: potency is the fitted concentration of half-maximal effect; % is set by controls: 0 for no effect and ±100 for the full control effect; nearly all actives have a fitted effect of over 65% in size
Target sequence (O75874 whole entry R132H, stated change not applied): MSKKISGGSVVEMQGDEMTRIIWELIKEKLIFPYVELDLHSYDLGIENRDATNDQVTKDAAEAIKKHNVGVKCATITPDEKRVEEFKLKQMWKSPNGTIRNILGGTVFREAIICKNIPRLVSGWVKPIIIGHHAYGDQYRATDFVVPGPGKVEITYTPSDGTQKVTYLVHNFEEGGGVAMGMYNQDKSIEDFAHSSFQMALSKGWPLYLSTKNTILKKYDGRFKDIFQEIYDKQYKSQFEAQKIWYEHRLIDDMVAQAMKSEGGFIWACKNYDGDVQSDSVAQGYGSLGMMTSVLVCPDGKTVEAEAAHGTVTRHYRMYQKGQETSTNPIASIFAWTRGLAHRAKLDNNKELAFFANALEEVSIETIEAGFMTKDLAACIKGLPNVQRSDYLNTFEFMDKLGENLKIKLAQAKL
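IDH1-R132H (0.5 ug/mL dispensed) in pH 7.5 Tris buffer was preincubated 30 min with compound, then given a substrate mix of 0.016 mM NADPH and 2 mM alpha-KG for 80 min at room temperature; remaining NADPH was read by diaphorase/resazurin fluorescence.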
GRP78 ERSR act: qHTS for Inducers of the Endoplasmic Reticulum Stress Response (ERSR) in Human Glioma: qHTS. U87-MG GRP78 promoter luciferase reporter, 16 h. Potency, µM, for the others: top-dose activation, usual class: activators. hit rate 0.02% among 420,000. AID 602332, 2012; note: potency is the fitted concentration of half-maximal effect; series mostly up to about 76 µM; % of control where 0% means no effect; nearly all actives have a fitted effect of over 35% in size
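Stably transfected U87-MG human glioma cells carrying a GRP78-based luminescent sensor were seeded at 1000 cells/well, pin-dosed with compounds and incubated 16 h. Luciferase reagent was then added, and end-point luminescence was read after 10 min at room temperature.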
Active calls of the source: *; ? = inconclusive; . = not tested or not shown; & = joins results of further samples; [ ] = another dose, or the depositor's remark. Unless noted, calls come from the whole dose curve; as a rule, active = well fitted curve in the direction sought with a large enough effect; inconclusive = small, poorly fitted or top-dose-only effect, or another doubt; inactive = no such curve, though single readings can be large; an effect the other way counts as inactive or inconclusive. The list is partial; count on the stated rates, not on these rows.

Every second line gives: PI4K2A block, USP1-UAF1 inh, RXFP1 agonist, Vif-APOBEC3F blk, Vif-A3G inh, LDHA block, TrxR1 substrate, IDH1 R132H inh, GRP78 ERSR act
Cc1cc(=O)[nH]c(SCC(=O)N2C(C)CCCC2C)n1 (configuration not stated)
 : 7, -2%, 0.0%, -10%, 5%, -4, 5%, 5%, -1%
N#Cc1ccc(/C=C(\C(=O)C(=O)O)c2ccc3ccccc3n2)cc1
 : 1, 0%, 2.7%, -28%, -17%, -11, 0%, 5%, 7%
Cc1cc(NC(=O)CSc2nnc3ccc(-c4ccccc4)nn23)no1
 : -3, -8%, ., -1%, -5%, -10, ., -5%, -2%
CC(C)CCNC(=O)c1cc(S(=O)(=O)N2CCC3(CC2)OCCO3)ccc1F
 : 11, -21%, ., -4%, 0%, -8, ., -1%, -3%
COc1ccccc1NC(=O)c1oc2ccccc2c1NC(=O)c1ccc(S(=O)(=O)N(C)C)cc1
 : 0, -9%, 1.5%, 1%, -5%, -5, 4%, -9%, -3%
CCN(CC)c1ccc(/C=C/c2ccc3ccccc3n2)cc1
 : ., ., ., ., 3%, -8, -11%, ., -9%
CC(=O)c1c(N2CCN(Cc3ccc4c(c3)OCO4)CC2)nc(=S)n(-c2ccccc2)c1C
 : 1, -15%, -0.5%, -1%, 0%, -4, 1%, 3%, -3%
O=C(Cc1ccccc1)CC1(O)C(=O)Nc2ccccc21 (configuration not stated)
 : 1, -4%, 0.4%, 3%, -6%, -4, -3%, 0%, -4%
NC(=O)C1(N2CCCCC2)CCN(C(=S)Nc2ccc(Cl)cc2)CC1
 : -2, -8%, -0.1%, -1%, 3%, 5, 2%, 3%, -6%
O=C(CSc1nnc(NC(=O)C2CCC2)s1)Nc1ccccc1F
 : -7, -13%, 12%, -15%, -5%, -2, 8%[57.1 µM], 0%, -1%
Cc1ccc(NC(=O)Cn2nc(C(=O)O)c3ccccc3c2=O)cc1S(=O)(=O)N1CCOCC1
 : -1, -12%, 7.8%, -16%, -1%, -3, 1%, 8%, -2%
Cc1ccnc(SCC(=O)NC2CCCCCC2)n1
 : -3, -18%, -3.2%, -13%, -5%, 1, 3%, -8%, -2%
CCN(CC)CCCN1C(=O)C(O)=C(C(=O)c2sc(C)nc2C)C1c1ccco1 (configuration not stated)
 : 0, -15%, 1.9%, 0%, -6%, -1, -11%, 7%, -6%
Cc1cccc(N(C)S(=O)(=O)c2c(C)[nH]c(C)c2C(=O)N2CCCC2)c1
 : -3, -17%, 2.2%, 0%, 6%, 0, -1%, 13%, -4%
O=C(CN1c2ccccc2Sc2ccccc21)NNC(=O)Nc1ccc(Cl)cc1
 : 1, -6%, 1.8%, -13%, -23%, -6, -4%[57.1 µM], -6%, -3%
COc1cccc(C(=O)Nc2ccc(NC(=O)c3ccco3)nc2)c1
 : 4, -8%, 0.2%, -8%, 5%, -1, -3%, 6%, -1%
Cc1cccc(NC(=O)CCn2nc(C)cc2C)c1
 : 2, -15%, -0.2%, 3%, -1%, -5, 10%[57.1 µM], 2%, 4%
COc1ccccc1C(=O)NCC(=O)N1CC=C(c2ccccc2)CC1
 : 0, -3%, 0.4%, -22%, 1%, -7, -10%, 10%, -3%
CC1(C)Cc2c(sc(NC(=O)COc3ccc(Cl)cc3)c2C(N)=O)C(C)(C)N1
 : -1, -22%, -0.7%, -1%, 0%, 0, 32%, -7%, 3%
COc1ccccc1N1CCN(C(=O)c2ccc([N+](=O)[O-])s2)CC1
 : 1, -7%, -1.5%, 3%, -20%, -5, -10%, 12%, -1%
Cn1c(SCC(=O)c2ccc(F)cc2)nnc1-c1cccnc1
 : 12, 4%, 0.9%, 0%, -7%, -4, 4%, -7%, 3%
Cc1ccc(S(=O)(=O)N2CCC(O)(c3cccnc3)CC2)cc1
 : 3, 8%, 3.9%, 2%, 1%, 3, -5%, -1%, -3%
CN(C)N1C(N)=C(C#N)C(c2cccc([N+](=O)[O-])c2)C2=C1CC(C)(C)CC2=O (configuration not stated)
 : 3, -17%, 3.7%, -2%, 1%, -3, 8%[57.1 µM], 6%, -6%
CCCC(=O)NCc1nc2ccccc2n1C
 : 9, -7%, 0.0%, -11%, 2%, -4, 8%, 3%, -3%
CC(C)(C)C(=O)Nc1nc2c(s1)CN(Cc1ccccc1)CC2
 : -3, -5%, 5.5%, -3%, -7%, -8, 9%, 10%, 2%
Cc1ccc(NC(=O)CCN2C(=O)C3CCCCC3C2=O)c(O)c1 (configuration not stated)
 : 2, -15%, 1.4%, 10%, -7%, -3, 5%, -3%, -2%
O=C(OC1CCOC1=O)c1ccccc1C(=O)c1ccc(Cl)c([N+](=O)[O-])c1 (configuration not stated)
 : 4, -3%, -2.8%, 0%, ?, -6, 0%, 11%, -15%
Cc1cc(-c2cccnc2)c(C#N)c(SCc2cccc(F)c2)n1
 : -2, -18%, 3.3%, -13%, -9%, 0, 1%, 11%, -5%
O=C(CSc1nc2[nH]ncc2c(=O)[nH]1)Nc1cccc(Cl)c1
 : -2, -20%, -0.5%, 3%, 1%, -9, 1%[57.1 µM], -4%, -3%
NS(=O)(=O)c1ccc(CCNC(=O)CCCCCn2c(=S)[nH]c3ccc(Br)cc3c2=O)cc1
 : -4, -8%, ?, -13%, -4%, ?, -5%, -2%, -6%

Some of these compounds in order of the Vif-APOBEC3F blk value, highest first:
canonical_smiles,Vif-APOBEC3F blk
Cc1cccc(NC(=O)CCn2nc(C)cc2C)c1,3%
Cc1ccc(S(=O)(=O)N2CCC(O)(c3cccnc3)CC2)cc1,2%
Cc1ccnc(SCC(=O)NC2CCCCCC2)n1,-13%

Further results:
Every second line gives: PI4K2A block, USP1-UAF1 inh, RXFP1 agonist, Vif-APOBEC3F blk, Vif-A3G inh, LDHA block, TrxR1 substrate, IDH1 R132H inh, GRP78 ERSR act
CC(Oc1ccc(Br)cc1)C(=O)NCc1ccccn1 (configuration not stated)
 : 0, -6%, -0.5%, 9%, -4%, -3, -6%[57.1 µM], -1%, 3%
CCOC(=O)C(C)Sc1nc2c(c(=O)[nH]c(=O)n2C)n1CCc1ccccc1 (configuration not stated)
 : -3, 1%, 0.2%, -1%, 1%, -5, 9%[57.1 µM], 2%, 0%
COc1ccc(CNC(=O)CC[C@H]2O[C@@H](n3ccc(=O)[nH]c3=O)[C@H](O)[C@@H]2O)cc1
 : 0, ., ., ., -1%, -9, ., ., -1%
Cc1nc2cc3nc(C)sc3cc2s1
 : -11, 3%, 2.1%, -7%, -1%, -8, 7%[57.1 µM], 4%, -1%
Cc1oc2ccc(NS(=O)(=O)c3cccc4cccnc34)cc2c1C(=O)OC(C)C
 : -4, -23%, 3.4%, -2%, -5%, -2, -8%, -3%, -3%
CCN(C(=O)Cc1c(C(=O)O)[nH]c2ccccc12)c1ccc(OC)cc1
 : 2&0, -14%&-9%, -1.2%&-2.6%, 0%&3%, 5%&0%, -5&-1, 0%[57.1 µM], 7%&8%, 2%&2%
C[C@@H]1CN([C@@H](C)CO)C(=O)c2cc(N(C)C)ccc2O[C@@H](C)CCCCO[C@@H]1CN(C)Cc1ccc2c(c1)OCO2
 : -2, -20%, ., 2%, 3%, 3, ., 2%, -4%
CCOc1cc(C(=O)NCC2CCCO2)cc(OCC)c1OCC (configuration not stated)
 : -2, -5%, -0.2%, -12%, 3%, 5, 4%, 0%, -2%
O=C(N=C1c2ccccc2CN1c1ccc(F)cc1)c1ccc(Cl)nc1
 : 3, -6%, 0.2%, 4%, -5%, 5, 2%, 4%, -1%
COc1ccc(CNC(=O)[C@H](Cc2ccccc2)NC(=O)C2CCN(C(=O)[C@H](C)N)CC2)cc1
 : -1, -13%, -0.7%, 2%, 3%, 2, -1%, -13%, -1%
CCOC(=O)C1(C)C=C(Nc2ccc(NC(C)=O)cc2)C(=O)N1c1ccc(NC(C)=O)cc1 (configuration not stated)
 : 2, -12%, 1.4%, 5%, -4%, 11&3, 2%[57.1 µM], 4%, -5%

Structures above that have a nitro group on carbon (3):
Every second line gives: PI4K2A block, USP1-UAF1 inh, RXFP1 agonist, Vif-APOBEC3F blk, Vif-A3G inh, LDHA block, TrxR1 substrate, IDH1 R132H inh, GRP78 ERSR act
COc1ccccc1N1CCN(C(=O)c2ccc([N+](=O)[O-])s2)CC1
 : 1, -7%, -1.5%, 3%, -20%, -5, -10%, 12%, -1%
CN(C)N1C(N)=C(C#N)C(c2cccc([N+](=O)[O-])c2)C2=C1CC(C)(C)CC2=O (configuration not stated)
 : 3, -17%, 3.7%, -2%, 1%, -3, 8%[57.1 µM], 6%, -6%
O=C(OC1CCOC1=O)c1ccccc1C(=O)c1ccc(Cl)c([N+](=O)[O-])c1 (configuration not stated)
 : 4, -3%, -2.8%, 0%, ?, -6, 0%, 11%, -15%
